CASP6 VEID inh: caspase-6 (human) enzyme inhibition; purified caspase-6, Z-VEID-R110 cleavage fluorescence; 0.53% of 350,000 active; P55212; inhibition, % at 12.5 µM;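 active means mean inhibition across replicates at least about 35%, with every replicate also reaching that limit, limit read from the data; inconclusive means only one of the two criteria met; inactive means neither criterion met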;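 further: 0% = median of neutral control wells and 100% = no fluorescence left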
Target sequence (P55212 24-179 limits assumed): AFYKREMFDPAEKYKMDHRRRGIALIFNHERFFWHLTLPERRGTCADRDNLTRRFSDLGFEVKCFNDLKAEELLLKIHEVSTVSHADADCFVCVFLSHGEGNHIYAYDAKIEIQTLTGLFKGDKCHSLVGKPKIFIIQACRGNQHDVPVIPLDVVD
Target sequence (P55212 194-293 limits assumed): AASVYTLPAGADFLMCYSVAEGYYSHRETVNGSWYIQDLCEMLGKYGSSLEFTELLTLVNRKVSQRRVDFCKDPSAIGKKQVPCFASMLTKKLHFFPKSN
Xi reactivation: activators of X-chromosome reactivation in mouse fibroblasts; 0.055% of 360,000 active; activation, % at 7.58 µM; XiGFP mouse fibroblasts, % GFP-positive cells imaging, 3 d; cells co-treated with 5-aza-dC sensitizer; scaled so ellipticine positive control = 100%;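 active means mean normalized replicate activation at least 10% and every replicate at or above 10%; inconclusive means only one of the two criteria met; inactive means mean below 10% and not all replicates reach 10%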;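 further: 0% = median of on-plate neutral control wells and 100% = ellipticine 6 µM median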
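System: SV40-immortalized XiGFP fibroblast cells, line 68-5-11 / Incubation: 3-day compound exposure, then 15 min fixation at room temperature / Compound: single concentration per compound, delivered by pin transfer / Buffer or medium: DMEM plus 5-aza-dC sensitizer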
RAD52 inh: inhibitors of human RAD52 DNA annealing; recombinant RAD52 DNA annealing, FRET fluorescence; 0.46% of 360,000 active; AID 651710; P43351; inhibition, % at 18.7 µM;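 active means every replicate showing at least 50% inhibition; inconclusive means mean inhibition at least 50% but not in every replicate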
E-sel inducer: E-selectin induction on HUVECs. P16581. AID 686992. activation, % at 7.58 µM. HUVEC E-selectin immunofluorescence imaging; normalized: neutral wells 0, TNF-alpha wells 100. 0.37% of 260,000 active;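 active means mean E-selectin-positive cell signal at least 10% of the positive control, reached in at least 60% of replicates, without over 20% cell loss; inconclusive means no rule given, readout overlaps actives, possibly toxicity-flagged; inactive means the rest, including those meeting only one limit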;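 further: in these data hits start at about 27%; measured in HUVEC primary endothelial cells; signal is the percent of cells scored E-selectin positive by PE staining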
Target sequence (P16581 whole entry, looked up): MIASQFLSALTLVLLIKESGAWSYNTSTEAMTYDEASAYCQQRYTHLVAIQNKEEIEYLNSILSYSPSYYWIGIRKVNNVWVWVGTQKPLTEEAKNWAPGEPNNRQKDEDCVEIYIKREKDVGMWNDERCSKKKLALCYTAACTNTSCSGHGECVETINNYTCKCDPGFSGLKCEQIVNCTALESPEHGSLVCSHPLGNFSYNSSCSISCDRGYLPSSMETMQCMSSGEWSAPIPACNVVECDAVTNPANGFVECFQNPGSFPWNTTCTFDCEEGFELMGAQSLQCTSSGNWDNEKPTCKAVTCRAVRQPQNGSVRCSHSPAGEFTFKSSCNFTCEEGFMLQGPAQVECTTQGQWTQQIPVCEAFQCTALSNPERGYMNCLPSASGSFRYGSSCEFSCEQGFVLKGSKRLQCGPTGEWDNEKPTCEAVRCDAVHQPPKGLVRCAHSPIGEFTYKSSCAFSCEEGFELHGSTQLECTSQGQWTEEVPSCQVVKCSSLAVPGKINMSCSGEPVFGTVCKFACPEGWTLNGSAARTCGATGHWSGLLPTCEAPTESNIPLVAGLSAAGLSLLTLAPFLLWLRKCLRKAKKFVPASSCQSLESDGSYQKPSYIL
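System: HUVEC, human umbilical vein endothelial cells; quantity: 3,000 cells/well; buffer or medium: EGM-2 medium, gelatin-coated wells; dosing: single-point compound dose; detection: immunofluorescence imaging; evaluation: % PE-positive cells; benchmarks: TNF-alpha, DMSO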
RAD54 branch: blocks human RAD54 Holliday junction branch migration; 0.14% of 360,000 active; Q92698; FAM/BHQ fluorescence; inhibition, % at 10.4 µM;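 active means mean normalized replicate activity at least 40 and at least half of replicates scoring 40 or more; inconclusive means only one of the two criteria met; inactive means mean below 40 and under half of replicates reaching 40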;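 further: 0% = median of neutral control wells and 100% = median of positive control wells; inhibitors cause a drop in the FAM fluorescence signal; in these data hits start at about 50%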
CFTR F508del cor: correctors of CFTR F508del function in bronchial epithelial cells | activity (quench increase), % at 7.58 µM | CFBE cells, YFP halide quenching; stimulated with forskolin plus potentiator P3; % fluorescence drop versus neutral controls | 0.36% of 350,000 active;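 active means mean added fluorescence quench of at least 8% versus neutral control, with both replicates also reaching 8%; inconclusive means only one of the mean or replicate conditions met; inactive means mean below 8% and not both replicates reaching 8%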;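 further: cells transiently co-express mutant CFTR-F508del with the halide-sensitive YFP; corrector assay measuring rescue of mutant channel to the surface after 24 h compound exposure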
INS-1E GSIS act: primary screen for activators of insulin secretion dependent on glucose, INS-1E cells, GLuc reporter luminescence | INS-1E GLuc reporter insulin secretion, 2-3 h | activation, % at 16.6 µM | 0.61% of 370,000 active;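 active means lowest replicate activation of at least 40%, so every replicate reaches that level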;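 further: 0% = median of neutral control wells and 100% = median of IBMX positive control wells; some compounds called inactive have numbers as strong as hits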
DENV2 CPE rescue: DENV2-induced cell death inhibition | CPE inhibition, % at 9.99 µM | 1.7% of 350,000 active | AID 651640 | DENV2-infected cells, cytopathic effect rescue, plate reader; in the data active means CPE inhibition above about 20%, passing the limit was not always enough; inconclusive means no clear call, values can overlap the other calls; tested in BHK-21 cells;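 further: 0% = median of neutral control wells and 100% = median of positive control wells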
The depositor's hits bear a star. Rows were taken by chance; about 3.7% have a hit in one of these screens.

C[C@@H]1CN([C@@H](C)CO)C(=O)c2cc(NC(=O)CCCN(C)C)ccc2O[C@@H](C)CCCCO[C@@H]1CN(C)C(=O)Cc1ccccc1 was read as CASP6 VEID inh -18.9, Xi reactivation 0.1, RAD52 inh 1.0, E-sel inducer -0.2, RAD54 branch 3.4, CFTR F508del cor -0.5, INS-1E GSIS act -0.9 and DENV2 CPE rescue 63.8*.
For COc1ccc(-c2[nH]ncc2CN(CC2CCC(=O)N2)C(C)C)cc1F (configuration not stated) the results were CASP6 VEID inh 2.3, RAD52 inh -16.6, E-sel inducer 0.6, RAD54 branch 3.9, CFTR F508del cor -0.5, INS-1E GSIS act 21.2 and DENV2 CPE rescue -1.9.
Screening O=C(CSc1nc2c(cnn2-c2ccc(F)cc2)c(=O)[nH]1)N1CCCCC1 returned CASP6 VEID inh 1.5, Xi reactivation -0.1, RAD52 inh -39.7, E-sel inducer 0.2, RAD54 branch -6.6, CFTR F508del cor 1.9, INS-1E GSIS act 3.5 and DENV2 CPE rescue -10.9.
`C/C=C/c1ccc([C@H]2[C@H](CO)N(C(=O)CN(C)C)C23CN(C(=O)C2CCOCC2)C3)cc1` gave CASP6 VEID inh 1.3, Xi reactivation 0.0, RAD52 inh -12.7, E-sel inducer -0.1, CFTR F508del cor -2.1, INS-1E GSIS act -0.3 and DENV2 CPE rescue -8.3.
For COc1ccccc1NC(=O)N[C@H]1CC[C@H](CCn2cc(-c3ccccc3OC)nn2)O[C@@H]1CO the results were CASP6 VEID inh -3.1, Xi reactivation 0.1, RAD52 inh 4.4, E-sel inducer 0.0, RAD54 branch -0.1, CFTR F508del cor -2.3 and DENV2 CPE rescue -5.5.
`COc1ccc(C(=O)NCC(=O)N/N=C(\C)Cc2ccccc2)cc1` gave CASP6 VEID inh 0.0, Xi reactivation 0.3, RAD52 inh -8.6, RAD54 branch 9.7, CFTR F508del cor -2.0, INS-1E GSIS act 32.2 and DENV2 CPE rescue 2.4.
C=CC[C@H](CC(=O)N[C@H](CO)Cc1ccccc1)C(=O)N[C@@H](COC(=O)[C@@H](CC=C)Cc1ccc(F)cc1)Cc1c[nH]c2ccccc12 was read as CASP6 VEID inh -3.7, Xi reactivation 0.4, RAD52 inh -19.5, E-sel inducer -0.1, RAD54 branch 0.6, CFTR F508del cor 0.9 and DENV2 CPE rescue 6.3.
CCOC(=O)CCNC(=O)CCNC(=O)C(c1ccccc1)c1ccccc1 was read as CASP6 VEID inh 5.2, Xi reactivation 0.1, RAD52 inh -7.2, INS-1E GSIS act -3.1 and DENV2 CPE rescue -0.9.
Screening CCCC(=O)N1C[C@@H]2[C@H](c3ccccc31)[C@H](CO)N2C(=O)CC1CC1 returned CASP6 VEID inh -1.2, Xi reactivation 0.0, RAD52 inh 2.6, E-sel inducer -0.3, RAD54 branch -1.2, CFTR F508del cor 0.6, INS-1E GSIS act 11.6 and DENV2 CPE rescue 6.3.
Screening COc1ccc(CC(=O)NC(C)c2nnc(SCC(=O)Nc3ccccc3)n2C)cc1 (configuration not stated) returned CASP6 VEID inh 0.0, Xi reactivation -0.1, RAD52 inh -21.4, E-sel inducer -0.6, RAD54 branch -1.9, CFTR F508del cor -2.8, INS-1E GSIS act 8.2 and DENV2 CPE rescue -5.3.
For C[C@@H]1CN([C@@H](C)CO)C(=O)c2cc(NC(=O)Cc3ccccc3)ccc2O[C@@H](C)CCCCO[C@@H]1CN(C)C(=O)Nc1ccc2c(c1)OCO2 the results were CASP6 VEID inh 2.4, Xi reactivation -0.4, RAD52 inh 5.2, E-sel inducer -0.3, CFTR F508del cor 0.0, INS-1E GSIS act -12.6 and DENV2 CPE rescue -5.9.
COc1ccc(C2=NOC3(CC(=O)N(c4ccc(Cl)cc4)C3=O)C2)c(OC)c1 (configuration not stated) was read as CASP6 VEID inh 1.6, RAD52 inh -8.7, RAD54 branch 2.5, CFTR F508del cor -0.1, INS-1E GSIS act -6.1 and DENV2 CPE rescue 0.5.
`O=C(N[C@H]1C=C[C@H](CC(=O)N2CCCCC2)O[C@@H]1CO)c1ccccn1` gave CASP6 VEID inh -2.4, Xi reactivation -0.3, RAD52 inh -4.0, E-sel inducer 0.2, RAD54 branch 1.6, CFTR F508del cor -0.7, INS-1E GSIS act -0.6 and DENV2 CPE rescue 5.0.
For CCn1c(=N)c(S(=O)(=O)c2ccc(C)cc2)cc2c(=O)n3ccccc3nc21 the results were CASP6 VEID inh 1.8, Xi reactivation 0.0, RAD52 inh -73.2, E-sel inducer 0.0, INS-1E GSIS act 22.1 and DENV2 CPE rescue inconclusive.
Screening O=S(=O)(c1cc(F)ccc1F)N1CCN2CCCC2C1 (configuration not stated) returned CASP6 VEID inh -1.5, Xi reactivation 0.3, RAD52 inh -21.3, E-sel inducer 0.0, RAD54 branch 4.4, CFTR F508del cor -1.8, INS-1E GSIS act -9.1 and DENV2 CPE rescue 2.8.
`COc1cccc(-n2c(SCC(=O)NCC3CCCO3)nc3c(c2=O)SCC3)c1` (configuration not stated) gave CASP6 VEID inh 0.1, Xi reactivation 0.0, RAD52 inh -5.7, E-sel inducer 0.2, RAD54 branch -2.7, CFTR F508del cor 3.3, INS-1E GSIS act 19.8 and DENV2 CPE rescue 2.1.
For O=C(NCc1cccnc1)c1cccs1 the results were CASP6 VEID inh -0.5, Xi reactivation 0.1, RAD52 inh -7.9, E-sel inducer -1.9, CFTR F508del cor 3.5, INS-1E GSIS act -3.9 and DENV2 CPE rescue 12.3.
`CO[C@@H]1CC[C@H]2CCOc3ccc(C#N)cc3C(=O)N(C)C[C@@H](c3ccccc3)CC(=O)N(C)C[C@H]1O2` gave Xi reactivation 0.0, E-sel inducer -0.1, RAD54 branch 0.2 and INS-1E GSIS act -1.2.
COCCNc1nc(NC(C)C)nc2ccsc12 was read as CASP6 VEID inh 0.4, Xi reactivation 0.0, RAD52 inh -14.5, E-sel inducer 0.0, RAD54 branch -6.9, CFTR F508del cor 2.9, INS-1E GSIS act 81.6* and DENV2 CPE rescue -10.9.
`CCc1ccc2oc(-c3ccc(NC(C)=O)cc3)nc2c1` gave CASP6 VEID inh 3.3, Xi reactivation 0.0, RAD52 inh -73.9, RAD54 branch -0.9, CFTR F508del cor 3.6 and DENV2 CPE rescue 19.6.
`CC(=O)c1cccc(S(=O)(=O)N2CCCC(c3nc4c(nnn4Cc4ccc(C)cc4)c(=O)[nH]3)C2)c1` (configuration not stated) gave CASP6 VEID inh 1.1, Xi reactivation 0.0, RAD52 inh 7.7, RAD54 branch 2.7, CFTR F508del cor 1.2, INS-1E GSIS act 3.3 and DENV2 CPE rescue 13.6.
Screening COc1ccccc1NC(=O)Nc1ccc2c(c1)C(=O)N(C)C[C@@H](OC)[C@H](C)CN(C)[C@H](C)CO2 returned Xi reactivation -0.2, RAD52 inh 3.1, E-sel inducer 0.0, RAD54 branch 6.2, CFTR F508del cor -3.3, INS-1E GSIS act 10.8 and DENV2 CPE rescue -2.0.
Screening CN(C)c1ccc(N=Nc2ccc3ncccc3c2)cc1 returned CASP6 VEID inh -1.9, Xi reactivation 0.2, RAD52 inh -4.9, E-sel inducer -0.1, RAD54 branch -9.0, CFTR F508del cor 2.2, INS-1E GSIS act 16.2 and DENV2 CPE rescue 5.1.
For CN(C(=O)COC(=O)CCc1nc2ccccc2c(=O)[nH]1)C1CCS(=O)(=O)C1 (configuration not stated) the results were CASP6 VEID inh 4.3, Xi reactivation -0.1, RAD52 inh -6.0, E-sel inducer 5.8, CFTR F508del cor 0.1, INS-1E GSIS act 7.1 and DENV2 CPE rescue 5.7.
For C[C@H]1CN([C@@H](C)CO)C(=O)c2cc(NS(=O)(=O)c3cn(C)cn3)ccc2O[C@H]1CN(C)S(=O)(=O)c1ccc(Cl)cc1 the results were CASP6 VEID inh -2.1, Xi reactivation -0.4, RAD52 inh 2.6, E-sel inducer -0.3, RAD54 branch 11.4, CFTR F508del cor 1.9, INS-1E GSIS act 16.6 and DENV2 CPE rescue -4.3.
For CN(C)CC(=O)Nc1ccc2c(c1)[C@H]1C[C@@H](CC(=O)NCc3cc(F)ccc3F)O[C@H](CO)[C@H]1O2 the results were CASP6 VEID inh 0.0, Xi reactivation 0.1, RAD52 inh 6.1, E-sel inducer 0.0, RAD54 branch -2.8, CFTR F508del cor -0.5, INS-1E GSIS act 6.7 and DENV2 CPE rescue -8.4.
COc1ccc(CN2CNc3c(c(=O)n(C)c(=O)n3C)C2)cc1 was read as CASP6 VEID inh -1.6, Xi reactivation 0.2, RAD52 inh -11.6, RAD54 branch 4.2, CFTR F508del cor 1.8, INS-1E GSIS act 1.8 and DENV2 CPE rescue 0.7.
C[C@H]1CN([C@@H](C)CO)C(=O)c2cc(NC(=O)Cn3cnnn3)ccc2O[C@@H]1CN(C)C(=O)Nc1ccccc1 was read as CASP6 VEID inh 0.0, Xi reactivation 0.1, RAD52 inh -15.0, E-sel inducer -0.4, RAD54 branch 0.5, CFTR F508del cor -1.0, INS-1E GSIS act 12.1 and DENV2 CPE rescue -2.3.
For CC1CCN(S(=O)(=O)c2ccc3c(c2)N(CC(=O)NCCCOC(C)C)C(=O)CS3)CC1 the results were CASP6 VEID inh -1.4, Xi reactivation 0.2, RAD52 inh -15.2, RAD54 branch -8.0, CFTR F508del cor -1.9, INS-1E GSIS act -15.6 and DENV2 CPE rescue -1.5.
O=C(Cc1c(O)c2ccccc2oc1=O)c1ccc(C(F)(F)F)cc1 was read as CASP6 VEID inh -2.1, Xi reactivation 0.0, RAD52 inh -41.3, RAD54 branch 4.7, CFTR F508del cor -1.6, INS-1E GSIS act 6.2 and DENV2 CPE rescue 3.2.
For O=C(CCC(=O)Nc1ccc(F)cc1)N/N=C/c1cccnc1 the results were CASP6 VEID inh 0.8, Xi reactivation 0.0, RAD52 inh 2.5, E-sel inducer -0.2, RAD54 branch -9.7, CFTR F508del cor 0.6, INS-1E GSIS act 2.2 and DENV2 CPE rescue 6.6.
`CC(C)CCNC(=O)NC(=O)CSc1ncccn1` gave CASP6 VEID inh 1.6, Xi reactivation 0.3, RAD52 inh -2.0, E-sel inducer -0.8, CFTR F508del cor 0.4 and DENV2 CPE rescue -3.4.
For CC(C)NC(=O)Nc1ccc2c(c1)CC(=O)N([C@@H](C)CO)C[C@@H](C)[C@H](CN(C)C(=O)Nc1ccc(C(F)(F)F)cc1)O2 the results were CASP6 VEID inh 1.0, Xi reactivation 0.2, RAD52 inh 8.4, E-sel inducer -0.4, RAD54 branch 5.2, CFTR F508del cor 0.0, INS-1E GSIS act 2.7 and DENV2 CPE rescue -3.9.
For Cc1nc(N2CCN(c3ccccc3O)CC2)c2c(-c3ccccc3)csc2n1 the results were Xi reactivation 0.2, RAD52 inh -9.0, RAD54 branch 11.3, CFTR F508del cor 0.3, INS-1E GSIS act 20.2 and DENV2 CPE rescue 11.0.
Screening CC(C)c1cn(CC[C@@H]2CC[C@@H](NS(=O)(=O)c3ccccc3)[C@H](CO)O2)nn1 returned CASP6 VEID inh -0.2, Xi reactivation -0.1, RAD52 inh 14.3, E-sel inducer -0.1, RAD54 branch 0.5, CFTR F508del cor -0.9, INS-1E GSIS act 2.6 and DENV2 CPE rescue 2.3.
For CCCCN(C(=O)c1ccc([N+](=O)[O-])s1)c1c(N)n(CC(C)C)c(=O)[nH]c1=O the results were CASP6 VEID inh 3.7, Xi reactivation -0.1, RAD52 inh -7.1, CFTR F508del cor -3.0, INS-1E GSIS act -6.0 and DENV2 CPE rescue -4.8.

Compound activity: PubChem BioAssay, Broad Institute
